Screening results (PubChem)
MEX-5 binding – MEX-5 zinc finger RNA-binding disruptors – biochemical, C. elegans, fluorescence polarization, MLPCN library, primary screen; activity score (negative = inhibition of binding), % at 10 µM; AID 1832, 2009; MEX-5/FITC-TCR2 RNA binding; hits give low values; Zinc finger protein mex-5 (Caenorhabditis elegans), Q9XUB2; 300,000 compounds, 0.38% hits;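 active = inhibition past about -25% in most replicates, and total fluorescence under double the plate's negative control median, limit read from the data; inconclusive = replicates evenly split on the limit, or fluorescence at least double controls; inactive = too little inhibition in most replicates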;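 note: 0% = DMSO and -100% = 5 µM competing unlabeled TCR2 RNA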
Target sequence (Q9XUB2 whole entry, looked up): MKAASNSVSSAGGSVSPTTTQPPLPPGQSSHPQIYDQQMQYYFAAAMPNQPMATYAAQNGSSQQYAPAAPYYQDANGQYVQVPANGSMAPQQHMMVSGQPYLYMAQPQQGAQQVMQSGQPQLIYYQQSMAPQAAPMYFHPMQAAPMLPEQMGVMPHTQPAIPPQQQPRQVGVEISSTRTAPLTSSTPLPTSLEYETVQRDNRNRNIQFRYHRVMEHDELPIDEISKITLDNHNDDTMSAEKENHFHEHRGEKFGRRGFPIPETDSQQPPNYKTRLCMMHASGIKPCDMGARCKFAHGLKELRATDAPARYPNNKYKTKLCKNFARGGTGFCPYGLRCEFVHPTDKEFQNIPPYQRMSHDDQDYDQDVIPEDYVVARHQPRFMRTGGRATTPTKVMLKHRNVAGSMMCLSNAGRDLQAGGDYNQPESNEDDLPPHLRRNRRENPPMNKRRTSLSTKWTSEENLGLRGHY
pPAFAH FP inh – pPAFAH enzyme inhibitors, primary screen, biochemical, fluorescence polarization, human | Platelet-activating factor acetylhydrolase (Homo sapiens), Q13093 | recombinant pPAFAH, FP-rhodamine probe fluorescence polarization | inhibition, % at 3.39 µM | 330,000 compounds, 1.5% hits;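 active = inhibition above the mean inhibition across the screen plus 3 SD, cut at about 25% in these data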;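 note: inhibitors block binding of the rhodamine activity-based probe so polarization drops; 0% = enzyme with DMSO and 100% = wells lacking pPAFAH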
PAFAH1B2 inh – PAFAH1B2 enzyme inhibitors, primary screen, biochemical, fluorescence polarization, human. recombinant PAFAH1B2, FP-rhodamine activity probe. 340,000 compounds, 1.2% hits. AID 492953, 2010. inhibition, % at 3.39 µM;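 active = inhibition above the mean of all tested compounds plus 3 SD, cut at about 24% in these data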;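 note: 0% = enzyme with DMSO and 100% = wells lacking PAFAH1B2; many of its hits are not listed in these tables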
Target sequence (P68402 whole entry, looked up): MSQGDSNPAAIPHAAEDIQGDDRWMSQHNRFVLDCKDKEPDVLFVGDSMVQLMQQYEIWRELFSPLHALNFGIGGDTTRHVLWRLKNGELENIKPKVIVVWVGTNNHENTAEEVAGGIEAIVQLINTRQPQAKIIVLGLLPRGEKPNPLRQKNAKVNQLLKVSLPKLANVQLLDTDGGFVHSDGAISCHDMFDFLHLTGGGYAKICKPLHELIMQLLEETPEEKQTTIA
MCL1-BIM inh – inhibitors of MCL1 binding to BIM-BH3, primary screen, biochemical, fluorescence polarization; Induced myeloid leukemia cell differentiation protein Mcl-1 (Homo sapiens), Q07820; inhibition, % at 10.9 µM; GST-MCL1 / FITC-Bim-BH3 fluorescence polarization; 320,000 compounds, 0.68% hits;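 active = inhibition above the mean inhibition of all tested compounds plus 3 SD, set per campaign, cut at about 40% in these data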;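 note: 0% = DMSO wells and 100% = unlabeled Bim-BH3 peptide control; higher means more loss of mP so more displacement of Bim peptide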
Target sequence (Q07820 whole entry, looked up): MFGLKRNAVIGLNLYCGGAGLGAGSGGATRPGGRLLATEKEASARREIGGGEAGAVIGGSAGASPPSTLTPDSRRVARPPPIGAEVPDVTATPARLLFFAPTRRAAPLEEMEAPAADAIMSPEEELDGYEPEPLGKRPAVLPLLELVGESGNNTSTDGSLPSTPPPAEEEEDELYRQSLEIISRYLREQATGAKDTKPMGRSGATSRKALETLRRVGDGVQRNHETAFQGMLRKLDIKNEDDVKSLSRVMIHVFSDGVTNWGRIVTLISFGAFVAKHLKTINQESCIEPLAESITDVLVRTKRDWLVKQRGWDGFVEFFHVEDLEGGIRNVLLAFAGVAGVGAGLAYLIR
AHR act – AHR activators, primary screen, cell-based, luminescence, luciferase reporter, human; 320,000 compounds, 2.5% hits; activation, % at 5 µM; AID 2796, 2010; AHR-responsive luciferase reporter cells; Aryl hydrocarbon receptor (Homo sapiens), P35869; in the data active = activation above about 47%;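 note: 0% = vehicle wells and 100% = reference agonist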
Fam108B inh – mouse Fam108B serine hydrolase inhibitors, primary screen, counter-screen for RBBP9 inhibitor project, biochemical, fluorescence polarization; recombinant Fam108B, FP-Rh probe fluorescence polarization; inhibition, % at 9.51 µM; 300,000 compounds, 0.33% hits; AID 1947, 2009;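 active = inhibition above the screen mean inhibition plus 3 SD, computed separately per campaign, cut at about 18% in these data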;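 note: inhibitors lower polarization as less probe binds the enzyme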
PME-1 inh – PME-1 inhibitors via competitive probe labeling, primary screen, biochemical, fluorescence polarization, FP-Rh probe, HTS | recombinant PME-1 | inhibition, % at 5.9 µM | 320,000 compounds, 0.53% hits;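 active = inhibition above the campaign mean of all compounds plus 3 SD, cut at about 26% in these data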;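 note: competitive labeling of PME-1 active site by serine hydrolase directed probe; 0% = PME-1 with DMSO and 100% = wells lacking PME-1 enzyme; inhibitors block probe labeling so polarization falls and inhibition rises; many of its hits are not listed in these tables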
GLD-1 RNA inh – GLD-1/TGE RNA complex disruptors, primary screen, biochemical, fluorescence polarization | Female germline-specific tumor suppressor gld-1 (Caenorhabditis elegans), Q17339 | purified GLD-1 + fluorescein TGE RNA | inhibition, % at 5.96 µM | 320,000 compounds, 0.44% hits | AID 2280, 2010;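 active = percent inhibition above a per-plate cutoff, the plate mean of test compounds plus 3 SD, cut at about 30% in these data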;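 note: 0% = DMSO wells with GLD-1 and probe and 100% = wells lacking GLD-1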
Bcl-xL primary – inhibitors of human Bcl-xL, primary screen, biochemical, fluorescence polarization, HTS. Bcl-2-like protein 1 (Homo sapiens), Q07817. 320,000 compounds, 0.7% hits. inhibition, % at 10.9 µM. GST-Bcl-xL / FITC-Bim BH3 peptide fluorescence polarization;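 active = inhibition above the mean of all tested compounds plus 3 SD, cutoff set per campaign, cut at about 30% in these data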;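 note: 0% = DMSO wells and 100% = unlabeled Bim-BH3 peptide competitor; inhibitors lower millipolarization by displacing the labeled peptide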
* marks the source's active call; other numbers are inactive results; ? = inconclusive; / = not tested or not shown.

canonical_smiles	MEX-5 binding	pPAFAH FP inh	PAFAH1B2 inh	MCL1-BIM inh	AHR act	Fam108B inh	PME-1 inh	GLD-1 RNA inh	Bcl-xL primary
Cc1c(Cl)cccc1NC(=S)NC1CCCC1	1.5	-1	4	9	-1	-3	3	0	3
Cc1cccc(-n2c(SCC(=O)Nc3nnc(C)s3)nnc2-c2ccoc2C)c1	0.0	0	4	4	2	-4	7	5	4
CCOC(=O)c1c(NC(=O)CSc2nnc(-c3ccccc3)n2CC)sc(C(C)=O)c1C	3.7	1	5	-8	-1	-3	17	9	-2
CCN(CC(=O)NCc1ccc(F)cc1)C(=O)c1ccc(C(=O)c2ccccc2)cc1	0.5	4	-1	1	1	-1	2	-2	3
COCCOC(=O)c1c(C)oc2ccc(OC(=O)c3ccc4c(c3)OCO4)cc12	2.0	0	4	3	0	-4	-3	-4	1
COc1ccc(C(C(=O)NCC2CCCO2)N(C(=O)CNC(=O)c2cccs2)c2ccccc2)cc1OC (stereo unspecified)	0.8	6	6	-4	-1	-1	2	2	7
Cc1ccc(/C=N/n2c(C)cc(C)c(C#N)c2=O)o1	-0.7	-1	0	5	-5	10	-3	5	5
O=c1c(-c2ccc(Br)cc2)coc2c(CN3CCOCC3)c(O)ccc12	-2.0	2	3	-1	0	4	-2	7	1
Cc1cc(O)c(/C=N/Nc2ccc(F)cc2)c(=O)o1	-1.6	0	/	6	9	-1	-2	12	7
CCN1CCCC1CNC(=O)c1ccc(CS(=O)(=O)c2ccccc2C)o1 (stereo unspecified)	2.5	3	-3	1	-1	3	4	3	1
COc1ccccc1NC(=O)Nc1nc(CC(=O)Nc2cccc(F)c2)cs1	-0.2	-2	3	4	45	8	-10	7	2
CCOc1ccc(/C=N/n2nnnc2N)cc1OCC	3.7	4	1	13	14	1	5	3	9
O=C(N=C1SC2CS(=O)(=O)CC2N1c1ccccc1F)C1CCCCC1 (stereo unspecified)	-1.3	5	11	2	-2	-1	-2	-1	0
Cc1nn(C)c(C(=O)NN)c1Cl	1.1	2	/	-4	10	2	-7	-2	0
CC(=O)Nc1ccc(-c2cc(N)n(-c3ccccc3)n2)cc1	0.7	5	-3	4	72*	0	5	1	1

Among those listed so far, these contain fluorine:
canonical_smiles	MEX-5 binding	pPAFAH FP inh	PAFAH1B2 inh	MCL1-BIM inh	AHR act	Fam108B inh	PME-1 inh	GLD-1 RNA inh	Bcl-xL primary
CCN(CC(=O)NCc1ccc(F)cc1)C(=O)c1ccc(C(=O)c2ccccc2)cc1	0.5	4	-1	1	1	-1	2	-2	3
Cc1cc(O)c(/C=N/Nc2ccc(F)cc2)c(=O)o1	-1.6	0	/	6	9	-1	-2	12	7
COc1ccccc1NC(=O)Nc1nc(CC(=O)Nc2cccc(F)c2)cs1	-0.2	-2	3	4	45	8	-10	7	2
O=C(N=C1SC2CS(=O)(=O)CC2N1c1ccccc1F)C1CCCCC1 (stereo unspecified)	-1.3	5	11	2	-2	-1	-2	-1	0

(cont.)
canonical_smiles	MEX-5 binding	pPAFAH FP inh	PAFAH1B2 inh	MCL1-BIM inh	AHR act	Fam108B inh	PME-1 inh	GLD-1 RNA inh	Bcl-xL primary
CCOc1ccc(Cc2nnc(SCC(=O)Nc3c(C)cccc3C)[nH]c2=O)cc1	1.5	-3	-2	3	-2	4	4	7	2
COc1cc(NC(=O)c2cccc(C)c2)c(OC)cc1NC(=O)CN1CCOCC1	-1.0	8	7	7	20	3	-4	6	8
CCCCNC(=O)Cn1nc(Cc2ccncc2)c2ccccc2c1=O	0.0	6	3	-4	0	2	-7	11	-6
COc1ccccc1CN1CN(S(=O)(=O)c2ccccc2)c2nc3ccccc3nc21	2.7	14	5	2	6	-6	-8	6	6
c1cncc(-c2nnc(SCc3cccc4ccccc34)o2)c1	1.0	9	3	-1	5	5	0	3	1
Cc1ccc(S(=O)(=O)N2CCC(C(N)=O)CC2)cc1C(=O)NC1CCCCC1	-2.3	-6	0	1	2	-1	-6	10	0
O=C(CN1CCC(C(=O)c2ccc3c(c2)OCCO3)CC1)NCc1ccc(F)cc1	1.8	4	1	6	0	1	19	0	6
CCOc1ccc(N2C(=O)C(CC(=O)Nc3ccccc3)N(Cc3ccccn3)C2=S)cc1 (stereo unspecified)	2.5	7	2	-2	3	1	-5	8	-2
FC(F)C(F)(F)C(F)(F)C(F)(F)c1cc(-c2ccccc2)n[nH]1	-1.0	56*	-5	-5	11	-3	-14	3	-1
CN1CCN(S(=O)(=O)c2ccc3c(c2)C(C)(C)C(=O)N3C)CC1	-2.4	0	2	-2	0	-2	-2	3	5
CN=C1S/C(=C\c2ccc(Cl)cc2)C(=O)N1C	-0.5	0	-1	5	2	5	-2	-1	5
COc1cccc(NC(=O)CNC(=O)[C@@H]2Cc3ccccc3CN2C(=O)OC(C)(C)C)c1	-0.4	7	3	-5	3	2	2	5	-4
COc1ccc(OC)c(-n2c(CN3CCC(C(N)=O)CC3)nc3ccccc3c2=O)c1	/	5	5	8	1	-4	5	2	-1
CCOc1ccc(S(=O)(=O)N2CCN(C(=S)NCC3CCCO3)CC2)cc1 (stereo unspecified)	2.3	4	0	4	3	-3	8	10	1
COc1cc(C(=O)NNC(=O)c2cc(-c3ccccc3)n[nH]2)cc(OC)c1C	/	18	-1	7	7	/	-6	-3	5
Cc1cccc(N2CC(O)(c3cccs3)[N+]3=C2CCCC3)c1 (stereo unspecified)	-2.6	10	1	6	-1	2	-2	-15	5
CC1(c2ccccc2)NC(=O)N(CC(=O)Nc2cc(Cl)ccc2N2CCOCC2)C1=O (stereo unspecified)	-0.8	8	-2	-3	0	2	2	2	-1
Cc1nnc(SCC2=C(C(=O)O)N3C(=O)C(NC(=O)COc4ccc(F)cc4)C3SC2)s1 (stereo unspecified)	/	1	2	28	2	/	-8	5	18
Cc1nn2c(N3CCOCC3)c3c(nc2c1-c1ccccc1)CCCC3	?	3	-5	2	3	2	4	4	-1
COc1ccc(Nc2ncnc3c2c(C)c(C)n3CCO)cc1	2.2	7	5	2	42	1	-3	1	1
C=CCNc1ccc(C(=O)O)cc1	1.6	7	6	4	-1	-3	1	-1	7
c1ccc(NCc2cccnc2)cc1	/	-4	0	-1	1	-2	-3	3	-4
O=C(COc1ccccc1)N/N=C/c1ccc2c(c1)OCO2	0.5	1	3	2	8	-5	-8	2	2
Cc1cc(C(=O)O)oc(=O)c1	-1.4	6	-1	12	-3	0	5	5	5
CCOC(=O)Nc1cccc(C(=O)O)c1	2.5	3	-1	10	3	-8	-1	3	6
CN(c1cccc(NC(=O)c2cccc([N+](=O)[O-])c2)c1)S(C)(=O)=O	2.6	0	0	-6	13	-2	-3	2	1
CCN(CC)C(=O)C1CCN(c2ncnc3c2cnn3-c2ccc(C)cc2C)CC1	1.1	-4	2	10	-1	6	5	-2	4
CCOC(=O)N1CCC(NCCNC(=O)c2ccccc2Cl)CC1	0.6	1	7	0	0	-6	-3	-7	8
Cc1ccc(OCC(=O)Nc2ccccc2C(=O)N2CCCC2)cc1	-1.5	1	6	-6	3	-1	6	-2	1
CC(C)Oc1ccc(CCC(=O)NNC(=O)CCC(=O)O)cc1	0.0	0	5	1	1	-3	-8	9	3
COc1ccc(S(=O)(=O)N2CCCCC2)cc1NC(=O)C1CC(=O)N(Cc2ccco2)C1 (stereo unspecified)	/	4	4	/	-2	/	/	1	/
CCCC(CCC(=O)Nc1ccc(S(N)(=O)=O)cc1)C(=O)O (stereo unspecified)	-0.3	5	-2	4	-5	0	-3	6	1
O=c1c(Cc2c(F)cccc2Cl)c(O)ccn1CCc1c[nH]c2ccccc12	-1.1	-3	2	-1	17	-1	3	5	-1
C=CCn1c(SCc2nnc(-c3ccccc3)o2)nnc1C(O)c1ccccc1 (stereo unspecified)	0.7	-4	3	10	-2	9	1	-1	4
Cc1cnc(NC(=O)/C=C/c2ccc(Br)o2)s1	-3.0	-4	-4	8	10	-4	0	8	6
Clc1ccccc1Cn1c(/C=C/c2ccco2)nc2ccccc21	0.4	31*	-6	2	2	-3	-6	4	6
Cc1cc(C)c2c(N)c(C(=O)NNC(=O)c3ccccc3)sc2n1	-7.1	2	5	5	15	2	0	5	2
Cc1cccc(N(C)C(=O)c2cc3c(=O)[nH]c4ccc(C)cc4c3s2)c1	0.2	0	-1	-7	39	-15	-8	-10	-11
COc1ccc(S(=O)(=O)N/N=C(/C)c2cccc(NC(=O)c3ccccc3Cl)c2)cc1	-2.1	7	0	4	3	-2	0	8	5
O=C(/C=C/c1c(F)cccc1Cl)NCc1ccco1	0.1	6	-15	5	-3	0	-1	1	1
NS(=O)(=O)c1ccc(CCNC(=O)CN2CCCCC2)cc1	-0.1	4	-2	7	2	1	2	-5	-1
O=C(Nc1ccccc1F)c1ccc2c(c1)CCN2S(=O)(=O)c1ccccc1	-1.3	5	5	-8	1	-2	-1	-2	2
O=C(Nc1ccc([N+](=O)[O-])cc1)c1cncc(Br)c1	1.2	2	0	7	-7	-2	-5	0	10
Cc1ccc(NC(=O)CN(C)C(=O)Cn2cc(C(F)(F)F)ccc2=O)cc1	-0.3	4	-5	0	1	-3	-6	-2	5
O=C(Nc1cccnc1Cl)c1cc(-c2cccc(O)c2)on1	0.5	-4	-8	-15	-7	-20	-34	-6	-2
COC(=O)[C@@H](NC(=O)NC1CCN(Cc2ccccc2)CC1)C(C)C	-4.6	0	0	0	-1	6	2	2	0
COc1ccc2oc(C(=O)NCCN3CCOCC3)c(C)c2c1OC	0.5	8	6	2	4	-2	-2	-3	2

Records above that bear a hit mark in pPAFAH FP inh:
Molecule,MEX-5 binding,pPAFAH FP inh,PAFAH1B2 inh,MCL1-BIM inh,AHR act,PME-1 inh,GLD-1 RNA inh,Bcl-xL primary
FC(F)C(F)(F)C(F)(F)C(F)(F)c1cc(-c2ccccc2)n[nH]1,-1.0,56*,-5,-5,11,-14,3,-1
Clc1ccccc1Cn1c(/C=C/c2ccco2)nc2ccccc21,0.4,31*,-6,2,2,-6,4,6

An excerpt; the hit share may differ from the screen's.
